# Screens from PubChem BioAssay.
# D3 antag: antagonists of human D3 dopamine receptor; P35462; D3R cells, DiscoveRx beta-arrestin luminescence, antagonist mode; stronger effect = lower value; max response, negative = inhibition, %; 360,000 tested, 2.5% active; AID 652054; in the data active = max response below about -50%; inconclusive = no clear call, values can overlap the other calls; note: % is set by controls: 0 for no effect and ±100 for the full control effect; mostly tested at two doses, the higher about 12 µM
#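 Cells plated overnight at 1500 cells/well, then exposed to library compounds with dopamine controls for 90 minutes at 37 degrees C. DiscoveRx reagent added for 30–60 minutes at room temperature; luminescence read, quantitative HTS format.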
# Abeta yeast res: compounds reversing amyloid beta toxicity in yeast; yeast expressing A-beta42, growth rescue, OD600, 48 h; response scale: 0% DMSO, 100% iron-clioquinol control; Potency, µM (doses to about 46.1 µM), inactives show at the top dose growth rescue, usual class: activators; 410,000 tested, 0.063% active; note: potency is the fitted concentration of half-maximal effect; nearly all actives have a fitted effect of over 55% in size
#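 Yeast growth medium received pinned compounds, then yeast cells expressing toxic A-beta were added; plates incubated at 30 C for 48 hr. Growth read as absorbance at 600 nm, normalized to DMSO and equimolar FeCl3 plus clioquinol controls.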
# EPAC2 antag: blocks human EPAC2 exchange factor | Q8WZA2 | EPAC2 GEF exchange of Rap1B-BODIPY-GDP, fluorescence | AID 720708 | 360,000 tested, 0.18% active | Potency, µM (titrated, usually from 114 µM), inactives show at the highest dose activity, negative = inhibition, usual class: inhibitors; note: potency is the fitted concentration of half-maximal effect; % is set by controls: 0 for no effect and ±100 for the full control effect; nearly all actives have a fitted effect of over 45% in size; many of its hits are not listed in these tables
# Target sequence (Q8WZA2 whole entry, looked up): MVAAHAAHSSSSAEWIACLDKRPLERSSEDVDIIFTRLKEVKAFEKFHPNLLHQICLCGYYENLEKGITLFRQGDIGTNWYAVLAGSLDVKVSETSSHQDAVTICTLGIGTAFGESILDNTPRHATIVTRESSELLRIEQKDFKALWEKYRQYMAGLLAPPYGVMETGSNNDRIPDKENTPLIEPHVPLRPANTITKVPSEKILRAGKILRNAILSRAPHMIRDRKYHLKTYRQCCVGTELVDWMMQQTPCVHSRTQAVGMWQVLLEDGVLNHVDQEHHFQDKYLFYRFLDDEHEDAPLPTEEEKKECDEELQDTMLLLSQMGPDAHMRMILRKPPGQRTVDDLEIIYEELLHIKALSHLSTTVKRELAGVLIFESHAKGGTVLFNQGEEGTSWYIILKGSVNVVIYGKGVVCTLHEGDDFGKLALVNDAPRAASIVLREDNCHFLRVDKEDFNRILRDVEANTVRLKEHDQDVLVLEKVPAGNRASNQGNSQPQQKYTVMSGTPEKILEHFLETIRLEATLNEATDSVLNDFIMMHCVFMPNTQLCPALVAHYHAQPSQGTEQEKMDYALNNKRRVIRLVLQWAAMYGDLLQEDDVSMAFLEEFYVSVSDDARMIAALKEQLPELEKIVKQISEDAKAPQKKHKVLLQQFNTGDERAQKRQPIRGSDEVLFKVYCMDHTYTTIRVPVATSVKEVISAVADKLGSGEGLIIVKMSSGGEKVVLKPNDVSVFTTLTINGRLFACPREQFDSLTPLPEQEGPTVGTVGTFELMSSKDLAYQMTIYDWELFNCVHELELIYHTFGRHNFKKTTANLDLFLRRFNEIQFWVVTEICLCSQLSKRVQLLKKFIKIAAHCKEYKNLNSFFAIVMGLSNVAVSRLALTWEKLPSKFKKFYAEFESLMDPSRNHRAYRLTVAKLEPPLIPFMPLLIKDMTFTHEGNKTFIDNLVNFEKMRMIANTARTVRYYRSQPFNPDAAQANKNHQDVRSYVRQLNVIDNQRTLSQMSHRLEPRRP
# EPAC2 ag: EPAC2 (human) agonism. Q8WZA2. EPAC2 activation, biochemical qHTS; response scale: 100% = 6.5 mM cAMP response. Potency, µM (top dose mostly 154 µM), for the others: top-dose activation, most hits filed as activators. 360,000 tested, 0.079% active. AID 720711; note: potency is the fitted concentration of half-maximal effect; nearly all actives have a fitted effect of over 50% in size
#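 Setup: EPAC2 100 nM, labeled Rap1B complex 250 nM, free GDP 50 uM. Compound titrations pinned in, brief spin, 5 min room temperature incubation. Kinetic fluorescence read over 30 min, normalized to 6.5 mM cAMP.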
# TDP43 rescue: inhibitors of TDP-43 toxicity in yeast | TDP-43 expressing yeast growth rescue, BacTiter-Glo, 24 h | Potency, µM (doses to about 46.1 µM), without a hit: at the highest dose growth rescue (activation), most hits filed as activators | 410,000 tested, 1.8% active | AID 652104; note: potency is the fitted concentration of half-maximal effect; % of control where 0% means no effect; nearly all actives have a fitted effect of over 50% in size
#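 Galactose-induced TDP-43 yeast, OD600=0.02, compound pinned; 24 hr, 30 deg C; BacTiter-Glo luminescence for growth. Inhibitors of TDP-43 toxicity read as activators.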
# DRD3 agonist: activates the human D3 dopamine receptor | max activation, % | P35462 | 410,000 tested, 0.58% active | D3R DiscoveRx beta-arrestin cells, luminescence, 90 min | AID 652048; in the data active = max activation above about 30%; note: 0% is about no effect; mostly tested at two doses, the higher about 12 µM
#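 Agonist mode: compounds and dopamine controls were applied to plated cells for 90 min at 37 degrees C after an overnight attachment at 1500 cells/well. Luminescent read-out followed 30 - 60 minutes at room temperature with DiscoveRx detection reagent.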
# FUS yeast rescue: FUS proteinopathy suppression in yeast | S. cerevisiae FUS-expressing, growth rescue, OD600, 24 h | Potency, µM (doses to about 76.6 µM), for inactives: top-dose growth rescue (activation), hits mostly activators | 390,000 tested, 0.24% active | AID 1347120;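 note: potency is the fitted concentration of half-maximal effect; plate controls were DMSO vehicle for no effect and reference control for full effect; nearly all actives have a fitted effect of over 55% in size; some results filed as inactive show a strong effect at the top dose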
#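 Toxicity suppression screen in FUS-yeast. Cells induced with 2% galactose, starting OD 0.005, treated 24hr at 30C with compounds at multiple final concentrations; growth by OD600.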
# aSyn yeast inh: alpha-synuclein toxicity inhibition in yeast. 370,000 tested, 0.14% active. Yeast expressing alpha-synuclein, growth rescue, BacTiter-Glo, 24 h. Potency, µM (highest dose often 46.1 µM), for the others: top-dose growth rescue (activation), hits mostly activators; note: potency is the fitted concentration of half-maximal effect; % of control where 0% means no effect; nearly all actives have a fitted effect of over 65% in size
#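 Screening used galactose-induced yeast with toxic alpha-synuclein levels, exposed to compound for 24 hr at 30 deg C. Cell growth, read with BacTiter-Glo luminescence, gave the measured signal.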
# Starred values were filed as active, the others as inactive; u = inconclusive; x = no result given; [ ] = remark or other dose. Unless noted, calls come from the whole dose curve; as a rule, active = well fitted curve in the direction sought with a large enough effect; inconclusive = small, poorly fitted or top-dose-only effect, or another doubt; inactive = no such curve, though single readings can be large; an effect the other way counts as inactive or inconclusive. A portion of the library; the hit share may differ from the screen's.
# Preview, 4 compounds:
SMILES,D3 antag,Abeta yeast res,EPAC2 antag,EPAC2 ag,TDP43 rescue,DRD3 agonist,FUS yeast rescue,aSyn yeast inh
Cc1cc(O)c(C(C)C)cc1N=Cc1ccc([N+](=O)[O-])cc1,-20.1,-14.7%,3.4%,6.7%,-9.2%,-24.0,x,3.6%
O=C(NNc1nc(-c2ccccc2)c2cc(Br)ccc2n1)c1ccc(S(=O)(=O)N2CCOCC2)cc1,-17.7,14.5%,-4.3%,1.6%,13.3%,-19.4,21.6%,1.4%
O=C(Nc1cccc(O)c1)c1ccc(C(F)(F)F)cc1,5.1,-6.3%,-5.9%,8.4%,-7.4%,15.0,-4.5%,-0.5%
COC(=O)[C@@]12C[C@@H](CC(=O)N3CCN(C(=O)c4ccco4)CC3)C(=O)N(Cc3ccco3)C1=CCC(C)(C)C2,3.6,-2.2%,3.2%,0.5%,29.4%,9.8,21.2%,0.6%

# This part in full (from the top)
SMILES,D3 antag,Abeta yeast res,EPAC2 antag,EPAC2 ag,TDP43 rescue,DRD3 agonist,FUS yeast rescue,aSyn yeast inh
Cc1cc(O)c(C(C)C)cc1N=Cc1ccc([N+](=O)[O-])cc1,-20.1,-14.7%,3.4%,6.7%,-9.2%,-24.0,x,3.6%
O=C(NNc1nc(-c2ccccc2)c2cc(Br)ccc2n1)c1ccc(S(=O)(=O)N2CCOCC2)cc1,-17.7,14.5%,-4.3%,1.6%,13.3%,-19.4,21.6%,1.4%
O=C(Nc1cccc(O)c1)c1ccc(C(F)(F)F)cc1,5.1,-6.3%,-5.9%,8.4%,-7.4%,15.0,-4.5%,-0.5%
COC(=O)[C@@]12C[C@@H](CC(=O)N3CCN(C(=O)c4ccco4)CC3)C(=O)N(Cc3ccco3)C1=CCC(C)(C)C2,3.6,-2.2%,3.2%,0.5%,29.4%,9.8,21.2%,0.6%
COc1ccc(CC(=O)NCC(c2ccc(N(C)C)cc2)N2CCOCC2)cc1OC (stereo unspecified),x,-8.9%,x,x,21.1%,6.1,-26.6%,x
CC1Sc2ccc(C(=O)Nc3cc(S(C)(=O)=O)ccc3Cl)cc2NC1=O (stereo unspecified),7.9,-18.6%,9.1%,6.0%,1.0%,-4.5,x,-7.8%
Cc1c(NC(=O)Nc2ccc(Cl)c(Cl)c2)sc2nc3n(c(=O)c12)CCC(C)CC3 (stereo unspecified),x,-18.4%,x,x,-1.0%,-5.5,-1.3%,x
CC(=O)Nc1cccc(NC(=O)C(=O)NCCc2sc(-c3ccccc3)nc2C)c1,x,-4.7%,x,x,20.6%,0.9,2.7%,x
c1csc(Cn2c(-c3cccs3)nc3ccccc32)c1,12.7,-49.4%[inhibitor],-1.0%,18.3%,12.6µM*,-1.5,23.8%,-15.7%
Brc1ccc(-c2noc3c2-c2nc(-c4ccccc4)sc2CC3)cc1,28.0,4.0%,3.0%,6.5%,18.2%,-7.1,-5.2%,-0.9%
O=C(/C=C/c1ccccc1)N1CCN(c2c(Cl)cccc2[N+](=O)[O-])CC1,-0.9,-16.7%,-1.4%,11.2%,0.0%,-7.3,21.7%,-1.1%
Cc1cccc(CNC(=O)CCCn2c(=O)c3cccn3c3ccc(F)cc32)c1,x,-15.9%,x,x,11.5%,-7.2,7.6%,x

# Overlap with the part before: 3 entries, then new ones.
SMILES,D3 antag,Abeta yeast res,EPAC2 antag,EPAC2 ag,TDP43 rescue,DRD3 agonist,FUS yeast rescue,aSyn yeast inh
Brc1ccc(-c2noc3c2-c2nc(-c4ccccc4)sc2CC3)cc1,28.0,4.0%,3.0%,6.5%,18.2%,-7.1,-5.2%,-0.9%
O=C(/C=C/c1ccccc1)N1CCN(c2c(Cl)cccc2[N+](=O)[O-])CC1,-0.9,-16.7%,-1.4%,11.2%,0.0%,-7.3,21.7%,-1.1%
Cc1cccc(CNC(=O)CCCn2c(=O)c3cccn3c3ccc(F)cc32)c1,x,-15.9%,x,x,11.5%,-7.2,7.6%,x
COc1ccc(N2C(=O)C(O)C2c2ccc(C)cc2)cc1 (stereo unspecified),25.2,1.8%,-8.7%,-2.0%,13.7%,5.0,x,u
CCCS(=O)(=O)NC(=O)C1(C)CCN(C(=O)COCc2ccccc2)C1 (stereo unspecified),-15.8,-6.6%,11.8%,7.2%,13.4%,-0.2,-15.7%,-8.8%
COc1ncnc2c1ncn2CCCNCC(c1ccccc1)c1ccccc1,-19.8,-3.0%,3.6%,-3.0%,10.3%,-8.5,-21.8%,-6.7%
CCC(=O)N1N=C(c2ccccc2)CC1c1ccc([N+](=O)[O-])cc1 (stereo unspecified),-26.8,2.0%,-1.8%,3.9%,u,-2.0,x,5.7%
COC(=O)c1ccccc1NS(=O)(=O)c1ccc(F)cc1,16.0,2.0%,-4.7%,10.7%,-21.4%,-8.9,18.5%,-3.8%
CC1CC(C)CN(C(=O)CSc2nnc3ccccn23)C1 (stereo unspecified),6.6,-8.3%,-0.2%,-3.3%,2.2%,2.1,x,-1.2%
CO/N=C(/CNC(=O)c1ccccc1Cl)c1ccc(Cl)cc1,-3.3,-3.6%,28.7%,2.9%,-1.0%,-5.0,x,-4.4%
COc1ccc2nc(N3CCCC(C(=O)NCCCN4CCN(C)CC4)C3)sc2c1 (stereo unspecified),-26.6,-1.1%,7.8%,3.0%,7.4%,0.9,5.6%,-6.6%
CCCn1c(SCC(=O)Nc2cccc(C)n2)nc2c1c(=O)n(C)c(=O)n2C,8.5,-7.1%,3.0%,-1.8%,-15.9%,5.0,-9.7%,0.7%
COc1cccc(C(=O)NN2C(=S)N(c3ccccc3)C(=O)C2CC(N)=O)c1 (stereo unspecified),-10.3,1.3%,-3.8%,9.9%,-14.8%,-6.2,27.2%,-7.1%
COc1ccc(-n2nnnc2SCC(=O)NCc2ccco2)cc1OC,-6.1,-0.2%,-3.8%,8.2%,-9.5%,8.6,12.4%,2.2%
O=C(CNS(=O)(=O)c1ccc2ccccc2c1)NCCc1ccccn1,-5.3,15.5%,7.1%,8.9%,0.8%,-7.8,3.0%,-3.8%
COc1ccc(NC(=O)c2cnn(-c3ccc(C)cc3)c2-n2cccc2)cc1Cl,x,-7.1%,x,x,6.5%,-1.6,5.1%,x
COc1ccc(Cc2c(O)nc(SCC(=O)NC(C)(C)C)[nH]c2=O)cc1,19.1,9.0%,17.4%,-6.2%,13.8%,2.3,4.5%,7.7%
COc1ncc(-c2cccc3nccn23)c(OC)n1,6.9,8.8%,0.9%,3.2%,-2.0%,7.1,-16.4%,0.1%
O=S(=O)(Nc1ccon1)c1ccc(Br)s1,-3.1,11.5%,-4.1%,4.1%,u,-2.3,5.0%,2.9%
Cc1cccc(-c2nc(SCc3cc(=O)c4cccc(F)c4[nH]3)n[nH]2)c1,x,-10.2%,x,x,15.3%,0.7,-3.5%,x
Nc1c2c3c(sc2nc(=O)n1N)CCCC3,4.0,-7.0%,3.1%,1.5%,6.7%,-4.1,-5.8%,0.0%
COC(=O)[C@]1(Cc2ccccc2)N[C@H](CN(C)S(=O)(=O)c2ccc(-c3ccccc3)cc2)[C@@H]2C(=O)N(C)C(=O)[C@@H]21,0.7,2.0%,1.1%,11.0%,9.0%,-27.1,39.4%,9.7%
O=C(/C=C/Nc1ccc(F)cc1F)c1ccco1,-20.2,15.8%,-12.8%,-1.3%,-17.2%,-9.3,35.6%,23.4%
CN(c1ccccc1)S(=O)(=O)c1ccc(Cl)c(C(=O)NCc2ccco2)c1,1.4,14.4%,-4.8%,6.4%,-15.2%,1.0,4.0%,-5.3%
Cc1ccc(-c2nnc(SCC(=O)Nc3ccccc3N3CCOCC3)o2)cc1,-22.4,-16.9%,-0.4%,-1.5%,11.2%,-4.9,x,-2.1%
COc1ccc(OC)c(NC(=O)C23CCC(C)(C(=O)C2)C3(C)C)c1 (stereo unspecified),-4.7,0.3%[9.22 µM],6.9%,4.9%,19.3%,2.7,-29.5%,6.1%
Cc1cccc(Cc2c(C)nc3nc(SCc4ccccc4Cl)nn3c2C)c1,x,-10.7%,x,x,4.6%,-0.8,14.8%,x
O=C(COC(=O)c1cnccn1)NCc1ccccc1,12.5,11.8%,5.8%,-8.2%,-10.0%,19.0,25.1%,-1.2%
O=C(Nc1cc(C(F)(F)F)ccc1Cl)C(NCc1ccccc1)c1ccccc1 (stereo unspecified),0.9,0.8%,-0.5%,3.3%,2.4%,-5.0,x,11.3%
Cc1c(NC(=S)N/N=C\c2ccccc2O)c(=O)n(-c2ccccc2)n1C,16.8,2.1%,9.6%,2.8%,14.0%,4.9,x,-1.1%
O=C(/C=C/c1cccc([N+](=O)[O-])c1)NC(=S)Nc1ccc(CN2CCOCC2)cc1,-58.4*,-8.7%,-0.3%,1.5%,6.5%,-56.2,x,-0.2%
Cc1nnc(NC(=O)C(C)Oc2ccc3c(C)cc(=O)oc3c2)s1 (stereo unspecified),-3.7,-7.7%,5.6%,15.4%,7.6%,-5.2,15.5%,4.3%
O=C(NCCc1ccco1)C(=O)NCCC1CCCCN1S(=O)(=O)c1ccccc1 (stereo unspecified),4.7,13.8%,-1.7%,-7.5%,8.3%,-0.4,18.1%,1.8%
COc1ccc(NC(=O)c2c(NCc3ccc(C)o3)sc3c2CCC(C)C3)c(OC)c1 (stereo unspecified),x,8.1%,x,x,1.5%,-3.9,u,x
CC(=O)Nc1ccc(/C=C2\Sc3ccccc3C2=O)cc1,3.9,2.8%,1.1%,1.2%,10.5%,18.7,-3.3%,0.7%
O=C(Cn1nc(Cc2ccncc2)c2ccccc2c1=O)Nc1cccnc1Cl,0.0,0.6%,6.1%,9.1%,4.2%,7.6,-27.4%,1.8%
CCC1CCCCN1S(=O)(=O)c1ccc(-n2cnnn2)c(C)c1 (stereo unspecified),-2.3,-13.9%,-4.0%,4.2%,-1.8%,5.1,-20.2%,1.2%
Cc1cc(NC(=O)COC(=O)c2cccc(S(=O)(=O)N3CCOCC3)c2)no1,-27.1,28.1%,1.2%,3.4%,-6.0%,20.4,34.3%,2.4%
Cc1cc(N2CCN(S(=O)(=O)c3ccc(Cl)c(Cl)c3)CC2)c2ccccc2n1,30.4,-10.7%,0.8%,19.7%,8.6%,5.0,5.3%,5.7%
O=C(Nc1nnc([C@@H]2C[C@H](O)[C@@H](CO)O2)s1)Nc1cccc2ccccc12,6.1,-11.7%,2.2%,13.8%,8.1%,8.9,-7.4%,-3.4%
Cc1ccc(/C=C/c2onc(C)c2S(=O)(=O)N2CCC(C(=O)NCc3ccc(OC(C)C)cc3)CC2)cc1,x,-7.4%,x,x,7.3%,-5.8,3.6%,x
